HepG2 tox: qHTS for Inhibitors of TGF-b: Cytotox Counterscreen; HepG2 CAGA-GFP viability, ATP luminescence, 18 h; Potency, µM (doses to about 46.1 µM), inactives show at the top dose activity change, negative = cytotoxicity, most hits filed as cytotoxic; 410,000 compounds, 0.76% hits; also: potency is read from the fitted curve at half-maximal effect; some results filed as inactive show a strong effect at the top dose
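CellTiter-Glo luminescence gave cytotoxicity after 18 hours at 37 degrees C. The cells were HepG2 CAGA-GFP in 1% FBS DMEM, stimulated with 500 pg/mL TGF-beta after compound addition. %Activity was normalised to no-cell wells (complete cell-killing) and DMSO (no toxicity), and curves were fitted and classified.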
Mm-Cpn inhibitor: Inhibitors of TCP-1 ring complex (TRiC) of Methanococcus maripaludis (MmCpn): qHTS; Chaperonin Mm-Cpn (Methanococcus maripaludis); purified Mm-Cpn ATPase, ADP Transcreener TR-FRET; AID 504842, 2011; Potency, µM (top dose mostly 76.9 µM), for the others: top-dose activity, negative = inhibition, most hits filed as inhibitors; 330,000 compounds, 0.031% hits; also: potency is read from the fitted curve at half-maximal effect; % is scaled to controls: 0 for no effect and ±100 for the full control effect; nearly all actives have a fitted effect of over 80% in size
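Measured: ADP formation by purified Mm-CPN. Conditions: 25 nM protein, 10 uM ATP, Tris pH 7.4 with Mg2+, K+ and DTT, 37°C for 30 min. Detection: Transcreener HTRF after 30 min at room temperature.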
A549 viability: Nrf2 qHTS screen for inhibitors: counterscreen for cytotoxicity; AID 504648, 2011; 390,000 compounds, 0.16% hits; Potency, µM (top dose mostly 46 µM), without a hit: top-dose activity change, negative = cytotoxicity, usual class: inhibitors; A549 ARE-Fluc cells, CellTiter-Fluor viability, 18-24 h; also: potency is read from the fitted curve at half-maximal effect; % is scaled to controls: 0 for no effect and ±100 for the full control effect
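Cytotoxicity counterscreen: CellTiter-Fluor fluorescence was measured in A549 ARE_Fluc cells after 18-24 h of compound exposure in a concentration series. The subsequent BugLite luminescent read reports ARE-luciferase activity.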
Nrf2 activator: qHTS of Nrf2 Activators; AID 624171, 2012; AREc32 ARE-luciferase reporter (MCF7-derived line), luminescence, 24 h; 410,000 compounds, 0.31% hits; Potency, µM (titrated, usually from 46.1 µM), for inactives: at the highest dose activation, usual class: activators; also: potency is read from the fitted curve at half-maximal effect; % of control where 0% means no effect; nearly all actives have a fitted effect of over 65% in size
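Cells of the AREc32 ARE-luciferase line are plated in OPTI-MEM containing 5% FBS and left overnight at 37 deg C. Compounds are pinned in, incubation continues 24 hr, and firefly luciferase signal is then measured.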
Nrf2 inh: Nrf2 qHTS screen for inhibitors; Potency, µM (titrated, usually from 46 µM), for the others: at the top dose activity change, negative = inhibition, usual class: inhibitors; A549 ARE-Fluc reporter, luciferase luminescence, 18-24 h; AID 504444, 2011; 360,000 compounds, 2.1% hits; also: potency is read from the fitted curve at half-maximal effect; % is scaled to controls: 0 for no effect and ±100 for the full control effect; nearly all actives have a fitted effect of over 60% in size
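Nrf2 activity is the BugLite luminescence, read 15 min after reagent at room temperature, following CellTiter-Fluor cytotoxicity readout (30 min, 37C). Compound titrations were applied for 18-24 h to 5000 A549 ARE_Fluc cells/well in 5% FBS OPTI-MEM.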
pAkt inh: HTS Assay for Inhibitors of Akt Phophorylation: Primary Screen | Neuro2A IGF-stimulated pAkt S473 HTRF, 20 min; active compounds read low | AID 651550, 2012 | activity change, % for hits at 50 µM | 360,000 compounds, 0.32% hits; in the data active = activity change below about -80%; inconclusive = mostly about -51% to -80%; also: % is scaled to controls: 0 for no effect and ±100 for the full control effect
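Neuro2A cells (4,500/well, DMEM with 0.5% FBS) were treated with compound at a single 50 µM final concentration, stimulated with 6 nM IGF for 20 min at 37 °C, and lysed. Phospho-Akt Ser473 was read by HTRF as 665/615 ratio ×10^4.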
S2 tox: Viability Counterscreen for Primary qHTS for Inhibitors of ATXN expression; Potency, µM (top dose mostly 56.7 µM), hits mostly cytotoxic; 400,000 compounds, 0.49% hits; S2 cells (HEK-293 line with an ATXN2-luciferase reporter) viability, CellTiter-Fluor protease fluorescence, 24 h; also: potency is read from the fitted curve at half-maximal effect; nearly all actives have a fitted effect of over 40% in size
CCT chaperon mod: High-Throughput Screening for Modulators of Cytosolic Chaperonin Activity; purified chaperonin ATPase assay, HTRF ADP detection, 30 min; activity change, % (concentration not given with the values), hits read low; 360,000 compounds, 0.3% hits; AID 651819, 2012; in the data active = activity change below about -30%; also: % is scaled to controls: 0 for no effect and ±100 for the full control effect
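We incubate TRiC, 40 or 20 nM final, with library compounds at 76 uM and 10 uM ATP for 30 min at 37 °C. ADP formed is detected with Transcreener HTRF reagents after 30 min at room temperature.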
TGFb SMAD3 inh: qHTS for Inhibitors of TGF-b; HepG2 CAGA-GFP TGF-b/SMAD3 reporter, GFP fluorescence, 18 h; TGF-beta stimulated, 500 pg/mL final; Potency, µM (series often up to 46.1 µM), inactives show at the highest dose activity, negative = inhibition, most hits filed as inhibitors; 410,000 compounds, 1.2% hits; AID 588855, 2011; also: potency is read from the fitted curve at half-maximal effect; % is scaled to controls: 0 for no effect and ±100 for the full control effect; nearly all actives have a fitted effect of over 65% in size
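Cell-based qHTS in HEPG2 carrying a CAGA-GFP Smad reporter; compounds added before 500 pg/mL final TGF-beta, 18 h incubation at 37 degrees C, GFP fluorescence quantified per cell by imaging cytometry.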
The depositor's hits bear a star; i = inactive; ? = inconclusive; / = not tested or not shown; & = joins results of further samples; [ ] = dose if it differs, or a comment. Unless noted, calls follow the shape of the dose curve; as a rule, active = well fitted curve in the direction sought with a large enough effect; inconclusive = small, poorly fitted or top-dose-only effect, or another doubt; inactive = no such curve, though single readings can be large; an effect the other way counts as inactive or inconclusive.

Values in the order – HepG2 tox, Mm-Cpn inhibitor, A549 viability, Nrf2 activator, Nrf2 inh, pAkt inh, S2 tox, CCT chaperon mod, TGFb SMAD3 inh
- O=C(Nc1nc2c(Br)cc(Br)cc2c(=O)s1)c1ccco1
 : -12.1%, -6.9%, -2.3%, 4.2%, 0.8%, i, i, 0.3, 8.3%
- O=C(CNC(=O)c1cc(Cl)nc2ccccc12)Nc1ccccc1Br
 : -14.0%, -2.2%, 0.1%, 4.2%, -3.6%, i, i, -3.2, 0.0%
- CC(NC(=O)c1ccco1)c1ccc2c(c1)OCCO2 (centres undefined)
 : 9.8%, -1.1%, 1.6%, -0.1%, 5.8%, i, i, 1.2, 7.8%
- C[C@H](CO)N1C[C@H](C)[C@@H](CN(C)S(=O)(=O)c2ccc(F)cc2)Oc2c(NC(=O)Nc3ccc(C(F)(F)F)cc3)cccc2C1=O
 : -25.6%, -4.3%, -15.0%, 0.2%, 18.4µM*, i, /, -2.3, ?
- COc1ccc(NC(=O)Nc2ccc(F)cc2F)c(C)c1
 : 3.9%, ?, 0.0%, -0.4%, -2.0%, i, i, 1.4, -10.5%
- COc1ccccc1C(=O)Nc1ccc2c(c1)nc(CN1CCCCC1)n2C
 : 2.6%&-9.0%, -3.1%, -1.3%&-1.1%, -0.3%&0.9%, -8.4%&-2.6%, i, i, 3.0, 5.9%&-21.7%
- O=c1[nH]cnc2scc(-c3ccc(F)cc3)c12
 : 2.5%, 0.5%, -7.2%, 0.2%, -4.3%, i, ?, -2.8, -3.6%
- CCOC(=O)C1=C(CC)OC(N)=C(C#N)C1c1ccc(F)cc1F (centres undefined)
 : -8.3%, -1.4%, 5.1%, ?, 0.2%, i, i, -8.0, -4.0%
- CCSc1nnc(CCNS(=O)(=O)c2ccc(C(C)=O)cc2)n1C
 : -32.6%, 1.0%, 1.6%, 0.2%, -2.0%, i, i, -2.9, -7.1%
- CC(=O)c1cc(OC(=O)c2ccncc2)ccc1OC(=O)c1ccncc1
 : -1.7%, 1.0%, -7.7%, 23.0%, /, i, i, -2.4, 10.4%
- O=C1Nc2ccc([N+](=O)[O-])cc2C1=Nc1cccc(CO)c1
 : -12.2%, -2.2%, 4.6%, 2.6%, 0.0%, i, i, -2.5, 11.3%
- O=C(NCCCNC(=O)C(F)(F)C(F)F)C(F)(F)C(F)F
 : -6.2%, 0.2%, -0.9%, 0.1%, -9.0%, i, ?, -0.5, 6.0%
- Cc1nc(CS(=O)(=O)c2ccccn2)sc1C(=O)NNC(=O)c1c(F)cccc1Cl
 : 8.3%, -1.0%, 1.9%, -0.9%, 5.0%, i, i, -2.9, 14.5%
- CCOC(=O)c1c(N)n(-c2ccc(Cl)c(Cl)c2)c2nc3ccccc3nc12
 : -16.3%, /, 1.5%, -1.3%, 6.9%, /, i, /, -5.3%
- CCN(CC)S(=O)(=O)c1nnc(NC(=O)c2ccc(C)cc2)s1
 : 2.6%, /, 7.3%, -1.1%, 29.6%, /, /, /, -27.9%
- Cc1cccc(C(=O)N/N=C/C(C)Cc2ccc3c(c2)OCO3)c1 (centres undefined)
 : -4.2%, -1.2%, 0.7%, 0.5%, 19.8%, i, i, -0.2, -14.0%
- CC(=O)Nc1c(C)nn(-c2ccccc2)c1N1CCC(C(=O)NCc2ccccc2Cl)CC1
 : 4.1%, /, -1.1%, 0.4%, /, /, /, /, -4.7%
- O=C(NCCCc1ccccc1)c1ccc(CS(=O)Cc2ccc(Cl)cc2)o1 (centres undefined)
 : 20.1%, -2.7%, -4.2%, -0.4%, ?, i, i, -1.8, 12.1%
- O=C(c1ccccc1)N1CCCC(c2ccc(Cl)cc2)=N1
 : -21.4%, -2.9%, -4.6%, 5.0%, 1.1%, i, i, 2.8, -28.8%
- c1ccc(-c2csc(-n3cnnn3)n2)cc1
 : -21.2%, -3.1%, -3.5%, 4.5%, ?, i, i, 2.6, -12.7%

The closing 4 compounds of the part before are carried over, then new ones follow:
Values in the order – HepG2 tox, Mm-Cpn inhibitor, A549 viability, Nrf2 activator, Nrf2 inh, pAkt inh, S2 tox, CCT chaperon mod, TGFb SMAD3 inh
- CC(=O)Nc1c(C)nn(-c2ccccc2)c1N1CCC(C(=O)NCc2ccccc2Cl)CC1
 : 4.1%, /, -1.1%, 0.4%, /, /, /, /, -4.7%
- O=C(NCCCc1ccccc1)c1ccc(CS(=O)Cc2ccc(Cl)cc2)o1 (centres undefined)
 : 20.1%, -2.7%, -4.2%, -0.4%, ?, i, i, -1.8, 12.1%
- O=C(c1ccccc1)N1CCCC(c2ccc(Cl)cc2)=N1
 : -21.4%, -2.9%, -4.6%, 5.0%, 1.1%, i, i, 2.8, -28.8%
- c1ccc(-c2csc(-n3cnnn3)n2)cc1
 : -21.2%, -3.1%, -3.5%, 4.5%, ?, i, i, 2.6, -12.7%
- Cn1cc(S(=O)(=O)N2CCCC2)cc1C(=O)NCCc1ccccc1
 : -11.4%, 1.1%, 6.5%, -0.5%, -19.3%, i, i, -0.9, 3.5%
- Cc1nnsc1C(=O)Nc1ccccc1Cl
 : -1.5%, -0.2%, -0.6%, 0.1%, /, i, i, -1.0, 6.4%
- Oc1ccc(Cl)cc1C1C=C(c2ccc3c(c2)OCO3)NC(c2c(F)cccc2Cl)N1 (centres undefined)
 : -94.0%, /, -10.7%, /, 12.9%, /, /, /, ?
- CSc1nnc(C)c(=O)n1COC(=O)COc1ccc(F)cc1
 : -38.7%, -0.9%, 0.2%, -1.2%, 4.3%, i, i, 2.1, -8.6%
- CC(C)Cn1c(N)c(C(=O)CCl)c(=O)n(C)c1=O
 : 1.3%, 0.4%, -2.2%, -0.8%, -13.8%, i, i, 0.4, 2.8%
- O=C(c1ccc(-c2ccc(Cl)cc2)o1)N1CCN(c2ccc([N+](=O)[O-])cc2Cl)CC1
 : -48.5%, -2.1%, -1.6%[1.84 µM], 0.0%, ?, i, i, -1.6, ?
- CCN(CC)S(=O)(=O)c1ccc(NC(=O)c2c(C)oc3ncnc(N4CCCCC4)c23)cc1
 : -27.1%, /, 9.6%, -0.2%, ?, /, i, /, -7.6%
- CN(C)c1ncnc2c1ncn2[C@H]1CN(Cc2cccs2)C[C@@H](CO)O1
 : 2.5%, /, /, -0.2%, /, i, i, -2.8, 29.8%
- COc1cc(/C=C2/C(=O)N(c3cccc(Br)c3)N=C2C)cc(OC)c1O
 : -0.6%, -2.6%, ?, 0.5%, -9.2%, i, i, 1.1, -21.6%
- COc1ccc(CN(CC(=O)NCCc2ccccc2)C(=O)CCC(=O)Nc2cc(C)ccn2)cc1
 : -2.6%, 1.0%, 3.7%, -0.8%, -12.6%, i, i, -1.1, 1.1%
- Cc1cc(/C=C2\SC(=O)NC2=O)c(C)n1-c1ccc(N2CCOCC2)cc1
 : -34.5%, -1.2%, -4.1%, 3.7%, 17.5%, i, i, 1.0, 14.6%
- Cc1ccc(N(C(=O)c2ccc(CN3CCOCC3)o2)C(C(=O)NCCC(C)C)c2cccs2)c(C)c1 (centres undefined)
 : 17.1%, 0.8%, 1.8%, 0.6%, -2.3%, i, ?, 0.9, 2.8%
- Cc1cc(O)c(C(C)C)cc1N=Cc1ccccc1[N+](=O)[O-]
 : -3.6%, /, -4.7%, ?, 1.0%, i, ?, -1.6, 3.9%
- Cc1ccc(OCCN2CCN(C)CC2)c([N+](=O)[O-])c1
 : 5.8%, 0.9%, 1.1%, 0.1%, 13.6%, i, i, 1.5, 8.7%
- CCOc1ccccc1Nc1ccc(C(=O)O)cc1NC(C)=O
 : 12.4%, -2.9%, 0.2%, -0.6%, -7.6%, i, ?, -1.0, -6.8%
- COc1ccc(-n2nnnc2C(c2ccnc3ccccc23)N2CCN(C/C=C/c3ccccc3)CC2)cc1 (centres undefined)
 : -23.1%, /, /, 4.7%, /, i, ?, -0.6, ?
- O=C(O)COc1ccc2oc3ccccc3c2c1
 : -7.5%, -1.1%, 9.6%, -0.4%, -26.5%, i, i, 0.2, 0.0%
- COc1ccc(C(=O)OCCCc2cc3ccccc3c(=O)o2)cc1
 : -0.3%, 1.5%, 4.0%, 2.1%, -14.7%, i, i, -1.3, 2.2%
- CCOC(=O)C1=C(CN2CCSCC2)NC(=O)NC1c1ccc2c(c1)OCO2 (centres undefined)
 : -8.0%, -2.9%, 1.1%, -0.3%, -6.1%, i, i, 0.0, -5.7%
- CCOC(=O)CSc1nc(C)c2cccc(C)c2n1
 : -1.9%, -2.4%, -6.3%, 3.0%, -8.2%, i, i, -1.1, -12.1%
- CCc1ccc(NC(=O)CSc2nc(N)c(NC(=O)c3ccc(F)c(F)c3)c(=O)[nH]2)cc1
 : -0.2%, 1.9%, 0.6%, -0.6%, -17.8%, i, i, 0.1, -1.5%
- CCc1c(C)nc2cc(-c3ccc(OC)c(OC)c3)nn2c1N1CCCC1
 : -92.8%, -3.0%, -19.7%, 7.9%, -24.6%, i, ?, -2.1, 22.4µM*
- O=C(CCn1c(=O)c2ccccc2n(Cc2cc(=O)n3ccccc3n2)c1=O)NCc1ccco1
 : 0.1%, -3.6%, -8.7%, -0.6%, 5.3%, i, i, 2.1, 12.1%

Individual results from above:
COc1ccc(NC(=O)Nc2ccc(F)cc2F)c(C)c1 in CCT chaperon mod reads 1.4
COc1ccc(CN(CC(=O)NCCc2ccccc2)C(=O)CCC(=O)Nc2cc(C)ccn2)cc1 in Mm-Cpn inhibitor reads 1.0%

Bioassay records as filed in PubChem.
